Pf Dd2 growth: blocks growth of Plasmodium falciparum Dd2 parasites | P. falciparum Dd2 growth, SYBR Green, 72 h; stronger effect = lower value | activity change, % at 10 µM | 2.3% of 94,000 active | AID 1159554; in the data active means activity change below about -80%; inconclusive means no clear call, values can overlap the other calls
C diff HTS: C. difficile growth inhibition; Clostridium difficile clinical isolate growth, OD600, 24 h; stronger effect = lower value; growth activity, negative = inhibition, % at 16 µg/mL (by protocol); 0.25% of 86,000 active; AID 1259249;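 active means mean growth activity at or below -80% and every replicate also at or below -80%; inconclusive means mean at or below -80% but some replicate above -80%; inactive means mean growth activity above -80%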;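 further: 0% = DMSO wells and -100% = levofloxacin 16 µg/mL wells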
KDM4C inh: KDM4C (human) demethylase inhibition. inhibition, % at 12.5 µM. 0.15% of 96,000 active. GST-KDM4C 2-372, H3K9me3 peptide, LANCE TR-FRET. AID 720574. Q9H3R0;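 active means mean replicate inhibition above about 25%, with at least 55% of replicates also reaching it, limit read from the data, passing the limit was not always enough; inconclusive means only one of those two conditions met; inactive means neither condition met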
Target sequence (Q9H3R0 2-372 limits assumed): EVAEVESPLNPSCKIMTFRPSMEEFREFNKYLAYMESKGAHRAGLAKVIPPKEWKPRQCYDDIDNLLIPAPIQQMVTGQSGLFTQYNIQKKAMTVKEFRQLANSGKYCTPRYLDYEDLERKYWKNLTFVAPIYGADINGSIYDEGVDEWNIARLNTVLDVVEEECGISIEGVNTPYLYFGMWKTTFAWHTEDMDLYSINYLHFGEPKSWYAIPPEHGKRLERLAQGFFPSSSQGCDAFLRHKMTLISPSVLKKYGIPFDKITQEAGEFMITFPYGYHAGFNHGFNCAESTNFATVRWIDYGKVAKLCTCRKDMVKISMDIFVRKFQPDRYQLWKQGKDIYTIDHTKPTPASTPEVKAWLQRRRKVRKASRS
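Test system: N-terminal GST-fused human GASC-1 (KDM4C) fragment, residues 2-372; quantity: GASC-1 enzyme at 10 nM final in reaction; dosing: single dose; schedule: 30 min demethylation and 1 h detection at room temperature; signal: LANCE TR-FRET, excitation 340 nm, emissions 618 and 671 nm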
T cruzi growth: T. cruzi proliferation inhibition; T. cruzi beta-gal in NIH3T3, GalScreen luminescence, 90 h; inhibition, % at 8.34 µM; 5.9% of 77,000 active; AID 624255;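 active means mean inhibition above about 93%, with at least 55% of replicates each passing it, limit read from the data, passing the limit was not always enough; inconclusive means only one of those two conditions holds; inactive means neither condition holds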
* = called active by the depositor; ? = inconclusive; . = no result given; & = joins results of further samples. Random draw from the library; overall some 7% were active at least once.

SMILES | Pf Dd2 growth | C diff HTS | KDM4C inh | T cruzi growth
C[C@@H]1CN([C@H](C)CO)C(=O)c2cccc(NC(=O)NC3CCCCC3)c2O[C@@H]1CN(C)S(=O)(=O)c1ccccc1 | -37 | -11 | 3.0 | 17
C[C@H](CO)N1C[C@H](C)[C@H](CN(C)CC2CC2)Oc2cc(-c3ccc(F)cc3)ccc2S1(=O)=O | -55 | 7 | 5.4 | .
C[C@H]1CCCCO[C@@H](CN(C)C(=O)Nc2ccc(C(F)(F)F)cc2)[C@@H](C)CN([C@@H](C)CO)C(=O)c2cc(NC(=O)Nc3ccccc3)ccc2O1 | -27 | -5 | 0.0 | .
C[C@@H]1CN([C@@H](C)CO)C(=O)c2cccc(NS(C)(=O)=O)c2O[C@H]1CN(C)C(=O)Nc1cccc2ccccc12 | -20 | -1 | 1.4 | 18
O=C(C[C@H]1C=C[C@@H](NC(=O)Nc2ccccc2)[C@H](CO)O1)NCc1cccc(F)c1 | 10 | -2 | -2.1 | -18
CC(=O)N(C)C[C@H]1Oc2ncc(C#Cc3ccncc3)cc2C(=O)N([C@@H](C)CO)C[C@H]1C | -1 | 0 | 10.0 | .
O=C(C[C@H]1C=C[C@H](NS(=O)(=O)c2ccc(F)cc2)[C@H](CO)O1)NC1CCCCC1 | 17 | . | 1.7 | 4
COc1cccc(S(=O)(=O)Nc2ccc3c(c2)[C@@H]2C[C@@H](CC(=O)N[C@@H](C)c4ccccc4)O[C@H](CO)[C@@H]2O3)c1 | -7 | -6 | -1.7 | .
Cc1noc(C)c1NC(=O)N(C)C[C@@H]1Oc2ccc(NC(=O)CCCCCC(=O)Nc3ccccc3N)cc2C(=O)N([C@H](C)CO)C[C@@H]1C | 12 | 2 | 1.2 | .
C[C@H]1CN([C@@H](C)CO)S(=O)(=O)c2ccc(-c3cncnc3)cc2O[C@H]1CN(C)C(=O)C1CCC1 | 13 | 3 | 1.1 | 50
CC(=O)N(C)C[C@@H]1Oc2ncc(C#Cc3cccnc3)cc2C(=O)N([C@@H](C)CO)C[C@H]1C | 24 | 10 | 1.5 | 53
C[C@@H]1CN([C@@H](C)CO)C(=O)Cc2cc(NC(=O)NC3CCCCC3)ccc2O[C@@H]1CN(C)C(=O)Nc1ccc(F)cc1 | 2 | -4 | -0.1 | .
C[C@@H]1CN([C@@H](C)CO)C(=O)Cc2cc(NS(=O)(=O)c3cn(C)cn3)ccc2O[C@H]1CN(C)C | 22 | 7 | 3.1 | -8
C[C@@H]1CN([C@@H](C)CO)S(=O)(=O)c2ccc(C#CC3CC3)cc2O[C@@H]1CN(C)CC1CC1 | -37 | . | 1.2 | 63
CO[C@@H]1CN(C)C(=O)c2cc(NC(=O)c3nc4ccccc4s3)ccc2OC[C@@H](C)NC[C@H]1C | -30 | . | 2.4 | -56
C[C@@H]1CN([C@@H](C)CO)C(=O)c2cc(C#CC3CC3)cnc2O[C@@H]1CN(C)C(=O)c1ccccc1 | -14 | 3 | 7.8 | -5
CCCNC(=O)C[C@H]1C[C@H]2c3cc(NC(=O)Nc4ccccc4F)ccc3O[C@H]2[C@@H](CO)O1 | -8 | -1 | -0.3 | 13
O=C(C[C@@H]1CC[C@@H](NC(=O)Cc2ccccn2)[C@H](CO)O1)NCCc1ccccc1 | . | 1 | -2.7 | .
CCCNC(=O)N[C@@H]1CC[C@H](CCn2cc(C3CCCC3)nn2)O[C@@H]1CO | 14 | . | 0.2 | -77
CCCC#Cc1cnc2c(c1)C(=O)N([C@@H](C)CO)C[C@@H](C)[C@H](CN(C)C(=O)C1CC1)O2 | -2 | -2 | 1.1 | 20

A different layout for some results above.
Results follow in this order: Pf Dd2 growth | C diff HTS | KDM4C inh | T cruzi growth
- CC(=O)N(C)C[C@@H]1Oc2ncc(C#Cc3cccnc3)cc2C(=O)N([C@@H](C)CO)C[C@H]1C
    24 | 10 | 1.5 | 53
- C[C@@H]1CN([C@@H](C)CO)C(=O)Cc2cc(NC(=O)NC3CCCCC3)ccc2O[C@@H]1CN(C)C(=O)Nc1ccc(F)cc1
    2 | -4 | -0.1 | .
- C[C@@H]1CN([C@@H](C)CO)C(=O)Cc2cc(NS(=O)(=O)c3cn(C)cn3)ccc2O[C@H]1CN(C)C
    22 | 7 | 3.1 | -8

Carrying on:
SMILES | Pf Dd2 growth | C diff HTS | KDM4C inh | T cruzi growth
C[C@@H]1CCCCO[C@H](CN(C)C(=O)Nc2ccc(F)cc2)[C@@H](C)CN([C@@H](C)CO)C(=O)c2cc(NS(=O)(=O)c3ccc(Cl)cc3)ccc2O1 | -87* | . | 0.1 | .
COc1ccccc1C(=O)Nc1ccc2c(c1)C(=O)N(C)C[C@H](OC)[C@H](C)CN[C@@H](C)CO2 | -14 | . | -0.7 | -22
C[C@H](CO)N1C[C@H](C)[C@H](CN(C)CC2CC2)Oc2cc(C#C[C@@H](C)O)ccc2S1(=O)=O | -10 | -7 | 0.3 | -42
C[C@@H]1CN([C@H](C)CO)C(=O)c2cc(C#CCN(C)C)cnc2O[C@H]1CN(C)C(=O)c1ccc(F)cc1 | 6 | -8 | 2.5 | 7
C[C@H](CO)N1C[C@H](C)[C@@H](CN(C)Cc2ccc(C(F)(F)F)cc2)Oc2c(NS(=O)(=O)c3cccs3)cccc2C1=O | -27 | 0 | -1.8 | 21
O=C(N[C@H]1CC[C@@H](CCn2cc(-c3cccnc3)nn2)O[C@@H]1CO)c1ccccc1F | 6 | . | 3.0 | -28
CCS(=O)(=O)Nc1ccc2c(c1)C(=O)N(C)C[C@@H](OC)[C@@H](C)CN(CC1CCCCC1)[C@H](C)CO2 | . | . | 9.4 | -18
CC=Cc1ccc2n(c1=O)C[C@@H]1[C@@H](CO)[C@H](C(=O)NCC)N(CCC(F)(F)F)[C@H]21 (mixture of isomers) | 8 | -5 | 2.0 | 13
C[C@H]1CN([C@@H](C)CO)C(=O)c2cc(NC(=O)CCCCCC(=O)Nc3ccccc3N)ccc2O[C@@H]1CN(C)C(=O)Nc1cccc2ccccc12 | -6 | -1 | -1.1 | .
COCC(=O)N(C)C[C@@H]1Oc2cc(-c3cncnc3)ccc2S(=O)(=O)N([C@@H](C)CO)C[C@H]1C | 19 | -4 | -0.4 | 31
CO[C@@H]1CN(C)C(=O)c2ccc(NC(=O)c3nc4ccccc4s3)cc2OC[C@@H](C)N(Cc2ccccc2)C[C@H]1C | -96* | . | -0.7 | .
CCCNC(=O)N1[C@H](CO)[C@H](c2ccc(C#Cc3cccc(F)c3)cc2)[C@@H]1C#N | -52 | 5 | 0.2 | .
COCC(=O)Nc1ccc2c(c1)C(=O)N(C)C[C@@H](OC)[C@@H](C)CN(C(=O)c1ccccc1)[C@H](C)CO2 | 33 | . | -0.8 | 8
C[C@@H]1CN([C@@H](C)CO)S(=O)(=O)c2ccc(C#CCN(C)C)cc2O[C@@H]1CN(C)C(=O)c1ccccc1F | -12 | -3 | -1.3 | -3
COc1ccccc1CNC(=O)C[C@@H]1CC[C@@H]2[C@H](COC[C@@H](O)CN2Cc2cccc(-c3ccncc3)c2)O1 | . | 6&-11 | 5.3 | 92
C[C@H]1CN([C@@H](C)CO)C(=O)Cc2cc(NC(=O)Nc3ccc(F)cc3)ccc2O[C@@H]1CN(C)C(=O)Nc1ccc2c(c1)OCO2 | 0 | -3 | -0.1 | -5
C[C@@H]1CN([C@H](C)CO)C(=O)Cc2cc(NC(=O)CCCCCC(=O)Nc3ccccc3N)ccc2O[C@H]1CN(C)CC1CC1 | -21 | -4 | 1.5 | 56
COc1ccc(NC(=O)N(C)C[C@H]2Oc3ccc(NS(=O)(=O)c4cccs4)cc3C(=O)N([C@@H](C)CO)C[C@H]2C)cc1 | 1 | . | 0.1 | 89
C[C@@H]1CCCCO[C@H](CN(C)Cc2ccc3c(c2)OCO3)[C@@H](C)CN([C@@H](C)CO)C(=O)c2cc(NC(=O)Nc3ccc(C(F)(F)F)cc3)ccc2O1 | -66 | -100* | . | ?
Cc1ccc(S(=O)(=O)Nc2ccc3c(c2)C(=O)N([C@@H](C)CO)C[C@@H](C)[C@@H](CN(C)S(=O)(=O)c2ccccc2)OCCCC[C@@H](C)O3)cc1 | -50 | -5 | 0.6 | 108*

Taken from above.
KDM4C inh result of `C[C@H](CO)N1C[C@H](C)[C@H](CN(C)CC2CC2)Oc2cc(C#C[C@@H](C)O)ccc2S1(=O)=O` = 0.3
T cruzi growth result of `COc1ccc(NC(=O)N(C)C[C@H]2Oc3ccc(NS(=O)(=O)c4cccs4)cc3C(=O)N([C@@H](C)CO)C[C@H]2C)cc1` = 89
C diff HTS result of `C[C@@H]1CN([C@H](C)CO)C(=O)Cc2cc(NC(=O)CCCCCC(=O)Nc3ccccc3N)ccc2O[C@H]1CN(C)CC1CC1` = -4
Pf Dd2 growth result of `COc1ccccc1C(=O)Nc1ccc2c(c1)C(=O)N(C)C[C@H](OC)[C@H](C)CN[C@@H](C)CO2` = -14
Pf Dd2 growth result of `COCC(=O)N(C)C[C@@H]1Oc2cc(-c3cncnc3)ccc2S(=O)(=O)N([C@@H](C)CO)C[C@H]1C` = 19

(listing goes on)
SMILES | Pf Dd2 growth | C diff HTS | KDM4C inh | T cruzi growth
C[C@H](CO)N1C[C@H](C)[C@H](CN(C)Cc2ccc(-c3ccccc3)cc2)Oc2ccc(NC(=O)C3CC3)cc2CC1=O | -15 | -10 | -1.4 | 82
COc1cccc(CNC(=O)[C@@H]2[C@@H](CO)[C@@H]3Cn4c(ccc(-c5ccncc5)c4=O)[C@@H]3N2C)c1 | . | 12 | 0.8 | 35
C[C@@H]1CN([C@@H](C)CO)C(=O)Cc2cc(NS(=O)(=O)c3cccs3)ccc2O[C@@H]1CN(C)Cc1ccc(-c2ccccc2)cc1 | 17 | 11 | -0.4 | 82
C[C@H]1CN([C@@H](C)CO)S(=O)(=O)c2ccc(/C=C/c3ccccc3)cc2O[C@H]1CN(C)C(=O)Nc1cc(F)ccc1F | -60 | 1 | -0.7 | .
C[C@H](CO)N1C[C@H](C)[C@@H](CN(C)S(=O)(=O)c2ccc(Cl)cc2)OCCCC[C@H](C)Oc2ccc(NC(=O)CCCN(C)C)cc2C1=O | -48 | -2 | 1.5 | 22
CCC(=O)N1[C@H](CO)[C@H]2c3ccccc3N(C(=O)c3ccncc3)C[C@H]21 | -38 | 3 | 0.4 | -47
COCc1cn(CC[C@@H]2CC[C@H](NC(=O)Nc3ccc(OC)cc3)[C@@H](CO)O2)nn1 | 0 | 1 | 0.3 | -37
Cc1noc(C)c1NC(=O)Nc1ccc2c(c1)C(=O)N([C@H](C)CO)C[C@H](C)[C@H](CN(C)Cc1ccncc1)OCCCC[C@H](C)O2 | -2 | -3 | 0.6 | 19
CC=Cc1ccc2n(c1=O)C[C@@H]1[C@@H](CO)[C@H](C(=O)NC3CCC3)N[C@H]21 (mixture of isomers) | . | -2 | 0.3 | -51
Cc1ccccc1-c1ccc2c(c1)O[C@H](CN(C)C(=O)c1ccccn1)[C@@H](C)CN([C@H](C)CO)S2(=O)=O | 12 | -2 | 0.3 | .
COc1ccc(CNC(=O)C[C@H]2CC[C@H]3[C@H](COc4ccc(NC(=O)C5CC5)cc4C(=O)N3C)O2)cc1 | -4 | 2 | -0.1 | 43
Cc1noc(C)c1S(=O)(=O)Nc1ccc2c(c1)C(=O)N([C@@H](C)CO)C[C@@H](C)[C@H](CN(C)C)OCCCC[C@H](C)O2 | -27 | 0 | 1.1 | 4
COCC(=O)Nc1ccc2c(c1)OC[C@@H](C)N(CCC(F)(F)F)C[C@H](C)[C@H](OC)CN(C)C2=O | 1 | 13 | -0.1 | 21
C[C@H]1CN([C@@H](C)CO)C(=O)Cc2cc(NS(=O)(=O)c3ccc(Cl)cc3)ccc2O[C@@H]1CN(C)CC1CCCCC1 | -12 | 10 | -1.4 | 43
COc1ccc(-c2ccc3c(c2)[C@H]2[C@H](CCN2C(=O)c2ccc4c(c2)OCO4)[C@H](CO)N3)cc1 | -14 | -2 | 4.0 | 25
C[C@H]1CN([C@@H](C)CO)S(=O)(=O)c2ccc(C#CCN(C)C)cc2O[C@@H]1CN(C)C | -1 | -1 | 2.4 | 4
COc1ccc(S(=O)(=O)Nc2ccc3c(c2)CC(=O)N([C@H](C)CO)C[C@@H](C)[C@H](CN(C)CC2CCCCC2)O3)cc1 | 13 | -11 | -0.4 | 91
Cc1noc(C)c1S(=O)(=O)Nc1ccc2c(c1)C(=O)N([C@H](C)CO)C[C@@H](C)[C@@H](CN(C)Cc1ccc(C(F)(F)F)cc1)OCCCC[C@H](C)O2 | -41 | . | -0.1 | 87
CC(C)NC(=O)N(C)C[C@@H]1Oc2ncc(C#Cc3ccncc3)cc2C(=O)N([C@H](C)CO)C[C@@H]1C | 2 | 2 | 3.7 | -70
C/C=C/c1ccc([C@H]2[C@@H](CO)N(C(=O)C3CC3)C23CN(S(=O)(=O)CC)C3)cc1 | -25 | -2 | -1.3 | .
Cc1noc(C)c1NC(=O)NCC[C@H]1CC[C@@H](NC(=O)c2ccccc2)[C@H](CO)O1 | 11 | 6 | 2.0 | 8
O=C(C[C@@H]1CC[C@H](NC(=O)c2ccccn2)[C@@H](CO)O1)NCc1cccc(F)c1 | -29 | 0 | -0.5 | 30
CNC[C@@H]1Oc2ncc(C3=CCCCC3)cc2C(=O)N([C@H](C)CO)C[C@@H]1C | -40 | . | 1.6 | -8
